PRMT1 inh – PRMT1 (human) inhibition, primary screen | Q99873 | recombinant PRMT1, activity-based probe fluorescence polarization | inhibition, % at 2.79 µM | 370,000 tested, 1.3% active | AID 652257;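 active means inhibition above about 21% made by adding two undisclosed values, limit read from the data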
SIAE inh – human SIAE inhibition, primary screen | AID 1053197 | inhibition, % at 9.66 µM | SIAE FP-Rh probe binding, fluorescence polarization | Q9HAT2 | 370,000 tested, 0.69% active;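 active means inhibition above a cutoff: mean of compounds within the control limits plus 3 SD of those, cut at about 17% in these data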;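 further: 0% = plate median of compound wells and 100% = probe without SIAE protein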
LEDGF integ inh – blocks HIV-1 LEDGF/p75-dependent DNA integration; TR-FRET IN-LEDGF/p75 DNA integration, Eu/Cy5; inhibition, % at 3.7 µM; 370,000 tested, 0.64% active;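 active means inhibition above the screen-wide mean plus 3 SD, cut at about 13% in these data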;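 further: signal is the Cy5 over europium emission ratio at 671 and 618 nm; 0% = plate median of compound wells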
Tn7 DDE FP – DD(E)-Tn7 binding inhibition, primary FP screen; FP displacement of FITC-Tn7 peptide from fibrin DD(E); 0% = median of compound wells per plate; inhibition, % at 8.3 µM; 370,000 tested, 0.13% active; P02675; AID 720508;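 active means inhibition above the mean of compounds falling within the control limits plus 3 SD of them, cut at about 14% in these data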;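 further: 0% = plate median of compound wells and 100% = 10 µM Aha-Tn7 peptide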
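Measure: % inhibition scaled between sample-field median and high-control FP; Test system: human fibrin DD(E); Quantity: 2 µM final DD(E) protein; Doses: one dose, 8.3 µM nominal; Schedule: compound with protein 10 min, then 3 h after probe, room temperature; Detection: fluorescence polarization; Medium: Tris buffer with calcium and detergent, pH 7.8.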
HTRA1 inhibitor – blocks human HTRA1 serine peptidase; 340,000 tested, 0.5% active; Q92743; recombinant HTRA1, FP-rhodamine activity-based probe, fluorescence polarization; AID 504803; inhibition, % at 5.96 µM; in the data active means inhibition above about 36%;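 further: 0% = enzyme with DMSO and 100% = wells lacking enzyme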
mABHD4 FP – inhibitors of mouse ABHD4; Q8VD66; 370,000 tested, 0.54% active; AID 720543; purified mABHD4, FP-Rh probe fluorescence polarization; inhibition, % at 8.92 µM;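 active means inhibition exceeding the mean over every tested compound plus 3 SD, cut at about 30% in these data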;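 further: 0% = plate median of compound wells and 100% = S159A mutant with DMSO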
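system = mouse ABHD4 enzyme, wild type | medium = HEPES pH 7.0, NaCl, Pluronic buffer | also added = FP-Rh probe | incubation = Enzyme–compound pre-incubation 45 min, then probe 60 min, both 25 °C | technique = fluorescence polarization, excitation 525 nm, emission 598 nm, BODIPY TMR filters | controls = S159A mutant high control, sample median low control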
TDP2 inh – blocks human TDP2 phosphodiesterase activity. 370,000 tested, 0.34% active. O95551. recombinant TDP2, T5PNP hydrolysis, p-nitrophenol absorbance 415 nm. AID 720702. inhibition, % at 12.8 µM;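 active means inhibition above the mean of all tested compounds plus 3 SD, set per campaign, cut at about 25% in these data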;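 further: 0% = DMSO with enzyme and 100% = buffer with substrate but no TDP2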
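Evaluation: % inhibition relative to enzyme-containing and enzyme-free wells. Material: recombinant human TDP2. Benchmarks: enzyme-free and DMSO wells. Timing: enzyme reaction with compound for 2 h at 37 °C. Compound dosing: 12.8 µM only. Measured by: p-Nitrophenol epi absorbance. Reagent: T5PNP substrate at 5 mM, a TopII-DNA adduct mimic. Replication: single well per compound.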
UHRF1 MBD2 ctr – UHRF1 methyl-DNA binding inhibition. inhibition, % at 4.4 µM. AID 687016. Q96T88. UHRF1 binding to methylated oligo, TR-FRET. 370,000 tested, 0.75% active; in the data active means inhibition above about 21%;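 further: UHRF1 SRA domain binding a hemimethylated CpG hairpin DNA probe; 0% = median of test compound wells and 100% = reference inhibitor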
Target sequence (Q96T88 whole entry, looked up, the tested form may be a part): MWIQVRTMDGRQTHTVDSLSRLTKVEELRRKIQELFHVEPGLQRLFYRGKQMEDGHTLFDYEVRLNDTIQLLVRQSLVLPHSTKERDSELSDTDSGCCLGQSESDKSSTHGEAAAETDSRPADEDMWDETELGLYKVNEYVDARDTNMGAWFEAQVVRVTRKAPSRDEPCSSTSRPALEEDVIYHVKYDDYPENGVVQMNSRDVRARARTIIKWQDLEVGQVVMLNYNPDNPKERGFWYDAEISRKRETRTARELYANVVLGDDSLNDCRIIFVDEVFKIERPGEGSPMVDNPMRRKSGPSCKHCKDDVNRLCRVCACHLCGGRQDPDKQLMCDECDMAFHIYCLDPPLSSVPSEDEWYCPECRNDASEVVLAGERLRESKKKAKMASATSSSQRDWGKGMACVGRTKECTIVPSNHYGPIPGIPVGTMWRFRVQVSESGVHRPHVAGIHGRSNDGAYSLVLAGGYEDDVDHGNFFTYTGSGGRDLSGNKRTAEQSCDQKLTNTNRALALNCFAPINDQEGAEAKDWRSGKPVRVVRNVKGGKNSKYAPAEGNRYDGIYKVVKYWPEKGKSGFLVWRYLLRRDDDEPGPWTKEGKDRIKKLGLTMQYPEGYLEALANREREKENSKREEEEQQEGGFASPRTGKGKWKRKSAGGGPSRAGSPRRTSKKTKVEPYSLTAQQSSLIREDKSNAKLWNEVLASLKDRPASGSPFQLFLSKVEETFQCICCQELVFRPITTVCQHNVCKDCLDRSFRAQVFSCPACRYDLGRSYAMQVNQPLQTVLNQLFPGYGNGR
TCR CD3 inh – inhibitors of human TCR-CD3 interaction; TAMRA-labeled TCR probe fluorescence, biochemical; inhibition, % at 9.4 µM; 360,000 tested, 0.37% active; AID 651800; in the data active means inhibition above about 19%;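 further: recombinant mutant TCR 2C K166C tagged with TAMRA read by polarization; 0% = receptor in buffer alone and 100% = receptor with positive control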
PG9 Ab binder – binds the HIV-1 gp120 antibody PG9; TR-FRET gp120-PG9 antibody binding; inhibition, % at 6.7 µM; 360,000 tested, 0.43% active; AID 624416; in the data active means inhibition above about 8.5%
Numbers without * were called inactive; x = no result given.

SMILES | PRMT1 inh | SIAE inh | LEDGF integ inh | Tn7 DDE FP | HTRA1 inhibitor | mABHD4 FP | TDP2 inh | UHRF1 MBD2 ctr | TCR CD3 inh | PG9 Ab binder
CC(=O)Nc1ccccc1OCC(=O)NC1CCCCC1C (configuration not stated) | 1.7 | 12.4 | -1.0 | 2.8 | -5.0 | 1.4 | 7.8 | -0.3 | 2.9 | 2.1
Cc1[nH]c2ccccc2c1CC(=O)O | 3.2 | 7.5 | -0.1 | 0.1 | 0.1 | 2.3 | 9.8 | 0.3 | -0.8 | 2.4
C[C@H](CO)N1C[C@H](C)[C@@H](CN(C)C(=O)c2ccccc2)OCc2cn(nn2)CCCC1=O | 0.9 | 1.2 | 6.8 | 2.3 | 6.8 | -8.7 | -16.2 | 3.6 | -15.4 | -0.7
CC(C)(C)S(=O)(=O)c1cnc(-c2ccc(Cl)cc2)nc1N | -10.0 | -3.4 | 1.5 | -4.7 | 7.6 | 6.2 | -10.7 | -0.2 | -1.1 | 0.6
O=C(/C=C/c1cccnc1)c1ccc(O)cc1 | 4.0 | 1.5 | -4.3 | 0.5 | 2.1 | 5.1 | -12.9 | 3.1 | -2.0 | 0.9
COC(=O)c1ccc(C(=O)OC)c(NS(C)(=O)=O)c1 | 0.5 | -2.5 | -6.5 | 4.9 | -2.8 | 0.4 | 13.2 | -1.2 | -0.8 | -0.1
Nc1cccc(C(=O)Nc2ccc3nc(-c4cccnc4)[nH]c3c2)c1 | -2.9 | -4.2 | 1.8 | -7.3 | 0.7 | -10.0 | -16.4 | 0.8 | -3.8 | -0.5
CCOC(=O)c1c(C)[nH]c(/C(C)=N/O)c1C | 1.4 | -4.9 | 1.6 | -8.2 | 1.5 | 3.6 | 8.4 | 0.7 | -0.6 | -2.6
CCS(=O)(=O)N1CCN(Cc2ccc([N+](=O)[O-])cc2)CC1 | 0.2 | 5.1 | -0.2 | -2.9 | 1.0 | 13.2 | 7.4 | 3.5 | -5.6 | -2.1
O=C(CSc1nnc(Cc2cccs2)n1CCc1ccccc1)N1CCCc2ccccc21 | -5.2 | 4.6 | 3.2 | 9.2 | -15.5 | -7.1 | 5.8 | -1.5 | 1.1 | 0.4
Cc1cc(C)c(S(=O)(=O)c2ccc(Cl)cc2)c(=O)[nH]1 | 4.0 | -0.8 | -4.6 | -0.1 | 3.6 | 4.0 | 14.0 | 1.7 | -0.8 | -1.9
COCCn1c(=O)[nH]c2cc(C(=O)NC(C)C)ccc2c1=O | 2.7 | -7.5 | 0.1 | -5.0 | -2.2 | -1.5 | -9.3 | 6.5 | -7.2 | 0.8
O=C(C[C@@H]1CC[C@H](NC(=O)Cc2ccccn2)[C@@H](CO)O1)NCCc1ccccc1 | 1.6 | 3.8 | 1.7 | -9.1 | x | 0.3 | 8.5 | 0.7 | -7.3 | 1.0
O=C(O)C(CCc1ccccc1)N1C(=O)c2ccccc2C1=O (configuration not stated) | -2.0 | 3.3 | 0.8 | -8.1 | 1.3 | -1.0 | 5.1 | -3.2 | 0.8 | -0.8
O=C1c2ccccc2NC2CCCCCN12 (configuration not stated) | -2.2 | -2.4 | -1.4 | 0.3 | -3.0 | -4.9 | 2.1 | -0.6 | -1.6 | -0.5
Cc1cc(C)n(CC(O)Cn2ccc3ccccc32)n1 (configuration not stated) | -0.6 | -0.1 | 1.2 | 0.3 | -5.0 | -4.3 | 3.3 | -0.6 | 0.8 | -1.0
CCCC(C(=O)NC1CCCC1)N(Cc1ccc(OC)cc1)C(=O)c1snc(C(N)=O)c1N (configuration not stated) | 2.2 | -4.4 | -1.3 | -3.9 | -1.9 | -3.6 | 6.9 | 0.9 | -1.2 | -0.5
N#Cc1cccc(NC(=O)CSc2ccccc2)c1 | 2.1 | -2.4 | 0.0 | 0.2 | -13.3 | 10.8 | 9.2 | -1.4 | 5.3 | 0.9
COc1cccc(Nc2nc(CC(C)=O)ns2)c1 | -1.0 | 3.5 | 1.5 | 6.8 | 0.9 | -1.2 | 10.8 | -2.2 | -5.9 | 1.9
COC(=O)c1cccc(NC(=O)CSc2nnc(C)n2Cc2ccccc2)c1 | -0.5 | -1.5 | 0.0 | 2.9 | 2.8 | 1.0 | 7.7 | 1.1 | 7.9 | -1.3
CC1CCCN(C(=O)C2CCN(CC(C)c3ccccc3)CC2)C1 (configuration not stated) | -0.2 | 3.4 | 0.1 | 2.8 | 0.7 | -2.6 | 5.0 | 3.5 | 5.0 | 0.6
COc1cc(C(=O)NCCNc2nc3c(C)c(C)ccc3cc2C#N)cc(OC)c1OC | 0.2 | 4.9 | -5.3 | -0.6 | 0.3 | -5.2 | -10.3 | -1.4 | -9.0 | -1.8
CCOC(=O)c1ccc(NC(=O)c2ccc(CN3CCc4ccccc4C3)cc2)cc1 | 1.1 | 12.4 | -4.1 | 3.6 | -31.9 | -1.2 | 2.8 | -2.0 | -1.8 | -1.9
CCN(CC)CCCN1C(=O)C(=O)/C(=C(/O)c2ccc(OC)cc2)C1c1ccco1 (configuration not stated) | -1.0 | 5.2 | -2.2 | 1.2 | 1.2 | 3.4 | 9.1 | -0.8 | 0.5 | 1.4
CC(C)n1cc(/C=N/NC(=O)COc2cccc3cccnc23)c2ccccc21 | -2.1 | 6.7 | -0.8 | 2.3 | -3.5 | 5.6 | -4.8 | -1.4 | -1.3 | -0.2

In a second layout: results already given
Value order – PRMT1 inh	SIAE inh	LEDGF integ inh	Tn7 DDE FP	HTRA1 inhibitor	mABHD4 FP	TDP2 inh	UHRF1 MBD2 ctr	TCR CD3 inh	PG9 Ab binder
> O=C1c2ccccc2NC2CCCCCN12 (configuration not stated)
  -2.2	-2.4	-1.4	0.3	-3.0	-4.9	2.1	-0.6	-1.6	-0.5
> Cc1cc(C)n(CC(O)Cn2ccc3ccccc32)n1 (configuration not stated)
  -0.6	-0.1	1.2	0.3	-5.0	-4.3	3.3	-0.6	0.8	-1.0

More structures follow.
SMILES | PRMT1 inh | SIAE inh | LEDGF integ inh | Tn7 DDE FP | HTRA1 inhibitor | mABHD4 FP | TDP2 inh | UHRF1 MBD2 ctr | TCR CD3 inh | PG9 Ab binder
COc1ccc(C)cc1S(=O)(=O)Nc1ccc2c(c1)OCCO2 | 2.7 | -2.1 | -2.4 | 6.1 | -3.3 | -0.5 | 2.6 | 0.1 | -9.7 | 1.4
O=C(c1ccccc1)c1ccccc1N1C(=O)C=CC1=O | 84.8* | -7.6 | 2.9 | 3.0 | -6.4 | 0.2 | -11.1 | -0.8 | -2.8 | -1.9
COCCCNC(NC(=O)c1ccc(Br)cc1)C(Cl)(Cl)Cl (configuration not stated) | -1.2 | -3.8 | -2.5 | 4.0 | -2.6 | 0.8 | 6.7 | 1.7 | 8.5 | -2.2
C=CCn1c(SCc2nc3sc(C(=O)O)c(C)c3c(=O)[nH]2)nnc1-c1ccc(C(C)(C)C)cc1 | 0.7 | -35.1 | 0.0 | 3.2 | -2.4 | -2.2 | 3.7 | 6.7 | 5.6 | 0.9
Cc1cc(Cc2ccc(N)c(C)c2)ccc1N | -2.3 | 2.5 | 0.8 | -3.6 | -6.2 | 5.3 | -8.1 | 0.6 | -2.0 | -0.7
CC(OC(=O)Cc1c(F)cccc1Cl)C(=O)NCCC1=CCCCC1 (configuration not stated) | 1.5 | -2.5 | -2.7 | -9.2 | -3.4 | -2.4 | 3.6 | 4.9 | -1.6 | -0.8
COc1ccc(Cc2nnc(N/N=C/c3ccc(C)o3)[nH]c2=O)cc1 | -2.2 | 2.0 | 4.1 | -0.5 | -4.9 | -0.1 | -2.3 | 14.9 | -3.3 | -1.2
O=C(/C=C/c1ccc(F)cc1)NC(Cc1c[nH]c2ccccc12)C(=O)O (configuration not stated) | 1.4 | -0.1 | 1.5 | -4.1 | 1.9 | 3.1 | 1.3 | 0.3 | 3.1 | -1.8
COc1ccccc1N1CCN(Cc2ccc(-c3ccccc3[N+](=O)[O-])o2)CC1 | -1.4 | 10.5 | -3.8 | 10.6 | -14.8 | 7.5 | 1.7 | -1.1 | -13.7 | -2.1
CC(C)Oc1ccc(C(=O)NC(Cc2c[nH]c3ccccc23)C(=O)NN)cc1 (configuration not stated) | 0.9 | -2.8 | -2.6 | 6.5 | x | 0.2 | -8.8 | 2.6 | -6.5 | -0.6
COc1ccc(CNc2nccn3ccnc23)cc1 | -1.3 | 2.3 | 3.2 | -8.0 | x | 2.2 | -7.3 | 0.1 | 1.7 | -0.4
COC(=O)c1ccc(-c2ccc(/C=N/N3C(=O)C4C5C=CC(CC5)C4C3=O)o2)cc1 (configuration not stated) | 0.9 | 1.0 | -0.7 | 5.1 | 1.2 | 6.3 | 1.3 | 3.1 | -0.4 | -0.7
COC(=O)c1c(NC(=O)/C=C/C(=O)O)sc(C)c1-c1ccc(C)cc1 | 0.9 | -0.7 | -0.4 | 4.8 | -8.3 | 3.6 | -2.9 | 1.1 | 4.8 | -2.1
CC1CCN(S(=O)(=O)c2ccc3nc(N4CCN(c5ccccc5)CC4)ccc3c2)CC1 | 1.3 | 8.8 | -1.7 | 3.6 | x | -0.7 | 6.6 | -1.0 | 0.5 | 1.1
CCN(CC)S(=O)(=O)c1ccc(Cl)c(NC(=O)COc2ccccc2[N+](=O)[O-])c1 | -0.8 | 9.4 | 9.3 | 6.8 | -6.0 | -1.9 | -5.0 | -1.8 | 3.5 | -1.1
Cc1cc(C)n2nc(C(=O)OCC(=O)Nc3ccc4c(c3)OCO4)nc2n1 | 3.3 | -0.7 | -2.6 | 1.1 | -1.6 | -12.0 | -13.6 | 5.2 | -11.8 | 2.5
CCn1c(=O)c2sccc2n2c(CCCC(=O)N3CCN(c4ccccn4)CC3)nnc12 | 0.6 | -10.8 | 1.7 | -0.9 | -1.9 | 0.1 | 10.4 | -1.5 | -1.6 | -3.0
COc1cccc(Cn2c(-c3cccs3)noc2=O)c1 | 0.6 | 6.4 | 1.4 | 0.1 | -4.5 | 2.4 | 5.2 | 0.9 | 2.1 | -2.9
COc1ccccc1-c1ccc(/C=C2/C=C(C)OC2=O)o1 | 19.3 | 3.0 | 9.7 | -3.0 | -7.0 | 17.7 | -2.8 | -3.3 | 1.4 | -4.7
S=C(c1c[nH]c2ccc(Br)cc12)N1CCOCC1 | -2.6 | 12.3 | 2.0 | 2.8 | 0.0 | -4.6 | 9.7 | -3.0 | -4.1 | -0.2
O=C(c1ccc(=O)oc1)N1CCC(C(O)(c2ccccc2)c2ccccc2)CC1 | 1.5 | 1.0 | -1.9 | 4.6 | -0.7 | 0.1 | -3.3 | -0.1 | -0.1 | 0.7
Cn1c(/N=C/c2c[nH]c3ccccc23)nc2ccccc21 | -2.9 | 3.6 | 4.7 | 5.2 | 0.5 | 1.8 | -3.6 | -5.9 | 0.9 | 0.5

Assay outcomes (PubChem)
